Compound activity deposited in PubChem by National Center for Advancing Translational Sciences (NCATS).
GAA inhib = blocks human lysosomal alpha-glucosidase | P10253 | purified human GAA, 4-MU-alpha-glucoside fluorescence | Potency, µM (doses to about 76.9 µM), for inactives: at the top dose activity change, negative = inhibition, usual class: inhibitors | 200,000 compounds, 0.005% hits;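 note: plate controls were uninhibited enzyme wells for no effect and no-enzyme background for full effect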
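Human alpha-glucosidase, 4 nM, pre-mixed with test compounds before 400 uM 4-methylumbelliferyl substrate; 20 min room temperature at pH 5.0. Fluorescence read after pH 10 stop; AC50 values from Hill-equation fits.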
RECQ1 inh = RECQ1 (human) helicase inhibition. 240,000 compounds, 0.54% hits. P46063. Potency, µM (top dose mostly 57.3 µM), inactives show top-dose activity, negative = inhibition, hits mostly inhibitors. RECQ1 DNA unwinding, red fluorescence kinetic read;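 note: plate controls were vehicle for no effect and no enzyme for full effect; nearly all actives have a fitted effect of over 30% in size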
Target sequence (P46063 whole entry, looked up): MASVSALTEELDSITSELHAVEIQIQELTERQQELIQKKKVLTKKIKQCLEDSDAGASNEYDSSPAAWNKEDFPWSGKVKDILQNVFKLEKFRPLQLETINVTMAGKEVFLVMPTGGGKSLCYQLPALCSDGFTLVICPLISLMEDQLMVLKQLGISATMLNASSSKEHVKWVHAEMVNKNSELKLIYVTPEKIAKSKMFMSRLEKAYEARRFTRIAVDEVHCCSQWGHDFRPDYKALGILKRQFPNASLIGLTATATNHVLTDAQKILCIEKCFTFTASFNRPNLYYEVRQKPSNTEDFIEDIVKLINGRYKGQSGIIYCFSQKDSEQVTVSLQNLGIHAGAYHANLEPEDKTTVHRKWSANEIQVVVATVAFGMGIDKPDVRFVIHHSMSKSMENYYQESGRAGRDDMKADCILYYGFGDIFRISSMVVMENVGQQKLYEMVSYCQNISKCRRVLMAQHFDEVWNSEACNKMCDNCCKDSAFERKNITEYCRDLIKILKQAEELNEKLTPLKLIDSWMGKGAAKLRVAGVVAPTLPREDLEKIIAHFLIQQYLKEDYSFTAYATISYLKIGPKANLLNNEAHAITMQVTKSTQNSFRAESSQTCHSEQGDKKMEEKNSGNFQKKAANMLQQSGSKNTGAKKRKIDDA
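RECQ1T1 50 nM; forked duplex (20 bp + 30-nt ss tails) 200 nM, ATP 2 mM final; pH 8.0, 2 mM MgCl2, 2.5 ug/ml poly(dI-dC); 15 min compound preincubation; discontinuous kinetic read over 2 h at RT.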
L3MBTL1 block = L3MBTL1 (human) inhibition. Potency, µM (titrated, usually from 57.1 µM), for the others: at the highest dose activity, negative = inhibition, actives largely listed as inhibitors. 230,000 compounds, 0.66% hits. AlphaScreen L3MBTL1–H3K9me1 peptide binding. Q9Y468; note: nearly all actives have a fitted effect of over 60% in size
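Read-out is AlphaScreen signal from streptavidin donor and nickel chelate acceptor beads (10 ug/mL final each) bridging L3MBTL1 (50 nM) and biotinylated K9-monomethylated H3(1-15) peptide (75 nM), after 30 min compound exposure at room temperature.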
GAA glycogen = GAA glycogen-cleavage inhibition or activation; P10253; recombinant GAA, glycogen substrate, Amplex Red glucose oxidase fluorescence; Potency, µM (top dose mostly 76.4 µM), for inactives: at the top dose activity change, negative = inhibition, hits mostly inhibitors; 300,000 compounds, 0.38% hits; AID 2100;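 note: 0% = full enzyme reaction and -100% = no-enzyme basal signal; the screen sought inhibitors and activators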
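Natural-substrate format: glycogen cleavage by 4 nM human enzyme, glucose read by Amplex Red coupling (Ex 573, Em 610 nm). Normalized to enzyme and no-enzyme controls.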
TRb-SRC2 inh = TRbeta-SRC2 interaction inhibition. TRbeta-SRC2 peptide binding, fluorescence polarization; receptor liganded with 1 µM T3. Potency, µM (series often up to 106 µM), without a hit: at the highest dose activity change, negative = inhibition, most hits filed as inhibitors. P10828. 280,000 compounds, 0.065% hits;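 note: plate controls were bound peptide for no effect and peptide without receptor for full effect; nearly all actives have a fitted effect of over 50% in size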
Target sequence (P10828 whole entry, looked up): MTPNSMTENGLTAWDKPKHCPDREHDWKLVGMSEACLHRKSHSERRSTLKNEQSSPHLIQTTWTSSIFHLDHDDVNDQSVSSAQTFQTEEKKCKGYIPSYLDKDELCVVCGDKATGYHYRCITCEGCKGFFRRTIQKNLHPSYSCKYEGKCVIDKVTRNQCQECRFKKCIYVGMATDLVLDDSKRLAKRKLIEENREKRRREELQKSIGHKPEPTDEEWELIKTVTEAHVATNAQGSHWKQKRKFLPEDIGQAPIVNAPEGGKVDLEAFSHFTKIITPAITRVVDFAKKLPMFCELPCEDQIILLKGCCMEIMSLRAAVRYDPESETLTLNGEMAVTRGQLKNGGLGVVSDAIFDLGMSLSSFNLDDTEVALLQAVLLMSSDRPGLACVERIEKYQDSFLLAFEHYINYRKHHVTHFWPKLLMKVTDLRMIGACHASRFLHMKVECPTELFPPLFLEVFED
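Compounds were added to 0.6 uM TRb ligand-binding domain and 20 nM Texas Red-labeled SRC2 peptide in Tris buffer containing 1 uM T3, incubated 5 hr at ambient temperature, then read by fluorescence polarization.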
GoLoco inh red = inhibitors of human Gai1-RGS12 GoLoco interaction (red fluorophore); Gai1:RGS12 GoLoco peptide FP, rhodamine, 10 min; Potency, µM (highest dose often 61.6 µM), for the others: top-dose activity, negative = inhibition, most hits filed as inhibitors; 230,000 compounds, 0.44% hits; AID 880; active = well fitted inhibition curve with a large enough effect, not every such curve was filed as active; inactive = no such curve, though single readings can be large or run the other way; note: nearly all actives have a fitted effect of over 30% in size; many of its hits are not listed in these tables
aGlu spleen mod = inhibitors or activators of human alpha-glucosidase in spleen homogenate. human spleen homogenate, 4-MU-alpha-glucoside fluorescence. 240,000 compounds, 0.006% hits. AID 2112. Potency, µM (highest dose often 79.9 µM), for inactives: at the highest dose activity change, negative = inhibition, hits mostly inhibitors. P10253;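 note: 0% = enzyme with vehicle and -100% = no enzyme basal signal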
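Human spleen homogenate (1 ug) with 4-methylumbelliferyl-alpha-D-glucopyranoside (1 mM final) in 50 mM citrate/phosphate pH 5.0, 0.01% Tween-20; 40 min at 37 C. Stopped at pH 10; 4-MU fluorescence Ex 365/Em 440 nm; AC50 by Hill fit.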
TR SRC2 fluor cs = alters Texas Red total fluorescence, flagging assay interference. Potency, µM (highest dose often 106 µM), for inactives: at the highest dose fluorescence change, negative = quenching. AID 1479. 280,000 compounds, 0.29% hits. TRb/SRC2 Texas Red total fluorescence interference; active = well fitted curve in either direction with a large enough effect; inconclusive = small, poorly fitted or top-dose-only effect
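Human TRb ligand-binding domain at 0.6 uM with 20 nM Texas Red SRC2 peptide in Tris buffer containing 1 uM T3 and 5% DMSO, incubated with compound 5 h at ambient temperature. Total fluorescence (555/632 nm) calculated as parallel + 2 × perpendicular.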
* hit, by the source's call; i = inactive; u = inconclusive; x = no result given; & = joins results of further samples; [ ] = dose if it differs, or a comment. Unless noted, calls come from the whole dose curve; as a rule, active = well fitted curve in the direction sought with a large enough effect; inconclusive = small, poorly fitted or top-dose-only effect, or another doubt; inactive = no such curve, though single readings can be large; an effect the other way counts as inactive or inconclusive. Unless noted, % is set by controls: 0 for no effect and ±100 for the full control effect; potency is the fitted concentration of half-maximal effect. Some of the compounds tested (hit frequency here may not be typical).

SMILES	GAA inhib	RECQ1 inh	L3MBTL1 block	GAA glycogen	TRb-SRC2 inh	GoLoco inh red	aGlu spleen mod	TR SRC2 fluor cs
O=[N+]([O-])c1cc(-n2cnnn2)c(O)c([N+](=O)[O-])c1	x	-17.3%	-11.7%	5.1%	-5.5%	-5.4%	-0.4%	-1.6%
O=C1/C(=C\c2cccnc2)N2CCC1CC2	x	-7.6%	-4.3%	-6.9%	-8.0%	5.2%	1.0%	-3.3%
CCOc1ccc(C2C(C#N)=C(N)Oc3c2c(=O)oc2ccccc32)cc1 (configuration not stated)	-5.4%	-10.1%	-1.5%	7.4%	1.6%	-16.3%	-5.1%	1.5%
Cc1nc2c(=O)n(C)c(=O)nc-2n(C)n1	1.3%	i	0.112µM*	8.2%	-16.0%	-1.9%	-4.3%	-2.4%
C[C@H]1CCCC(=O)CCCCCc2cc(O)cc(O)c2C(=O)O1	1.8%[15.4 µM]	-14.1%	-1.1%	-4.9%	1.3%	-10.4%	-8.4%	-0.5%
Cn1c(O)c(C=NCCN2CCOCC2)c(=O)n(C)c1=S	x	-4.5%	x	2.7%	-0.7%	15.4%	-1.9%	-0.7%
Cc1cccc(NC(=O)OC2CN3CCC2CC3)c1 (configuration not stated)	1.6%	-2.1%	3.3%	0.9%	8.6%	3.8%	2.1%	-2.8%
OC(Cn1c2ccccc2c2ccccc21)C[n+]1cccc2ccccc21 (configuration not stated)	1.6%	-2.5%	-5.7%	-0.6%	2.8%	-2.7%	-10.7%	-0.8%
CN[C@@H]1C[C@@]2(C)O[C@@H]([C@@H]1OC)n1c3ccccc3c3c4c(c5c6ccccc6n2c5c31)C(=O)NC4	x	-14.0%	x	x	2.4%	5.4%	7.8%	-7.6%
O=C1C2CCCN2C(c2ccc(Cl)c(Cl)c2)N1c1ccccn1 (configuration not stated)	-2.9%	1.7%	24.8%[11.4 µM]	4.9%	8.7%	-3.0%	-3.6%	0.1%
Cc1ccc(CS(=O)(=O)CCC(=O)N2CCC3(CC2)OCCO3)cc1	-0.1%	-4.0%	4.7%	-0.4%	-20.9%	3.7%	-17.6%	-1.1%
CCC/C=C(\CCC)C(NP(=O)(c1ccccc1)c1ccccc1)c1ccccc1 (configuration not stated)	x	-12.6%	x	x	1.9%	-2.8%	4.1%	-1.2%
CCOC(=O)c1c(C)n(CCOC)c2ccc(O)cc12	5.0%	-1.5%	7.8%	u	-9.2%	-6.0%	-0.6%	-4.9%
Cc1cccc(OP(N)(=O)Oc2cccc(C)c2)c1	x	0.6%	-0.9%	3.1%	-0.7%	6.2%	9.0%	-2.5%
CC(C)(C)c1cc(C=C(C#N)C#N)cc(C(C)(C)C)c1O	x	u	-19.8%	x	-6.0%&-1.0%&-2.0%	9.8%&0.1%&0.5%	1.9%&-1.8%&-5.5%	-0.5%&-3.9%&0.0%
CN(C)CCO	x	-3.8%	x	x	-4.5%	9.5%	3.5%	-1.5%
COc1cccc(C(C(=O)NCc2ccco2)N(Cc2ccco2)C(=O)Cn2nnc3ccccc32)c1 (configuration not stated)	8.1%	-12.2%	u	13.4%	-2.3%	-10.5%	0.8%	-9.6%
Cc1cc(C(=O)O)c(C)n1C1CC1	x	i	x	5.8%	-0.2%	7.1%	-4.1%	-2.6%
C=CCBr	x	5.1%	x	x	7.0%	7.1%	-9.2%	-1.3%
COc1ccc(N=Cc2c(O)n(Cc3ccccc3)c(=S)[nH]c2=O)c(OC)c1	1.8%[15.4 µM]	-19.2%	2.7%	3.0%	1.2%	56.2%[activator]	5.2%	-0.9%
Cc1ccc(Sc2c(C)[nH]n(C(C)(C)C)c2=O)cc1	5.1%	i	-3.9%	u	-8.3%	5.4%	-0.1%	0.6%
O=c1[nH]c(=O)n(-c2ccccc2F)c(O)c1C=NCCC1=CCCCC1	-3.3%	-2.2%	x	-5.5%	-6.5%	-0.5%	-2.2%	-1.7%
Clc1ccc(N2CCNCC2)nn1	-2.7%	-0.4%	-5.4%	6.1%	-5.3%	-6.5%	x	-2.0%
Cc1ccc(N2C(=O)NC(=O)C3(Cc4ccccc4N4CCN(c5ccccc5)CC43)C2=O)cc1 (configuration not stated)	u	-13.1%	-4.4%	8.7%	7.2%	x	1.2%	1.7%
Cn1cc(C(=O)Cc2ccccc2)c2ccccc21	1.3%	-5.0%	10.2%	-11.3%	-3.8%	0.4%	6.9%	-1.5%
O=C(Nc1ccc(F)cc1)c1c(O)c2c(n(Cc3ccccc3)c1=O)CCCC2	1.1%	-4.4%	34.7%[activator]	-3.9%	-7.4%	-8.3%	-0.2%	-5.7%
CC(C)[C@H]1C(=O)N2CCC[C@H]2[C@]2(O)O[C@](NC(=O)[C@@H]3C=C4c5cccc6[nH]cc(c56)C[C@H]4N(C)C3)(C(C)C)C(=O)N12	-8.1%[15.4 µM]	-5.6%	-16.0%	-6.3%	-4.1%	11.2µM*	11.8%	-2.8%
CN1CCN(/N=C/c2c(O)n(CCC3=CCCCC3)c(=S)[nH]c2=O)CC1	x	-4.0%	-14.9%	1.3%	-1.0%	154.9%[activator]	9.7%	-1.0%
COc1cc2c(cc1O)CC1c3c(cc(O)c(OC)c3-2)CCN1C (configuration not stated)	x	-12.4%&-17.9%&-8.3%&-17.8%	-24.5%	u	-5.2%&-5.6%&-4.4%&0.0%	3.1%&3.0%&8.3%&-2.9%	-8.4%&-7.7%&9.1%&-5.5%	-3.4%&-1.6%&-13.0%&-1.5%
CC1CC(=O)O1 (configuration not stated)	x	1.9%	x	x	-9.5%	-6.9%	4.0%	-0.2%
Cc1ccc(N2C(=O)NC(=O)/C(=C/C=C/c3ccco3)C2=O)cc1	u	20µM*	u	u	22.5%	22.5%	-1.0%	21.9%
C=CCn1c(O)c(C(C)=Nc2ccc(C(=O)OCC)cc2)c(=O)[nH]c1=O	-4.5%	0.1%	x	1.6%	-8.3%	-14.9%	-11.6%	-5.6%
COc1ccc(CN2CCN(c3ccccc3F)CC2)cc1O	3.5%	i	x	21.0%	5.5%	1.1%	5.0%	-1.3%
CCN(CC)CCCN=Cc1c(O)n(CCc2ccc(F)cc2)c(=O)[nH]c1=O	5.9%	-8.2%	-1.7%	-1.7%	10.6%	8.2%	-1.3%	0.5%
CC(=O)O[C@H]1C(=O)[C@@]2(C)C([C@H](OC(=O)c3ccccc3)[C@]3(O)C[C@H](OC(=O)[C@H](O)[C@@H](NC(=O)c4ccccc4)c4ccccc4)C(C)=C1C3(C)C)[C@]1(OC(C)=O)CO[C@@H]1C[C@@H]2OC(=O)[C@H](C)NC(=O)c1ccc(-c2c3ccc(=O)cc-3oc3cc(O)ccc23)c(C(=O)O)c1 (some centres not stated)	x	3.16µM*	x	x	-1.3%[11.2 µM]	2µM*	11.1%[17.4 µM]	19.8%[11.2 µM]
Cn1c(O)c(/C=N/N2CCOCC2)c(=O)n(-c2ccccc2)c1=S	-3.0%	14.8%	-6.5%	-14.7%	-4.6%	7.4%	-11.8%	-3.1%

Filtered by structure, the entries above with a furan ring, fused or not (2)
SMILES	GAA inhib	RECQ1 inh	L3MBTL1 block	GAA glycogen	TRb-SRC2 inh	GoLoco inh red	aGlu spleen mod	TR SRC2 fluor cs
COc1cccc(C(C(=O)NCc2ccco2)N(Cc2ccco2)C(=O)Cn2nnc3ccccc32)c1 (configuration not stated)	8.1%	-12.2%	u	13.4%	-2.3%	-10.5%	0.8%	-9.6%
Cc1ccc(N2C(=O)NC(=O)/C(=C/C=C/c3ccco3)C2=O)cc1	u	20µM*	u	u	22.5%	22.5%	-1.0%	21.9%

New compounds follow.
SMILES	GAA inhib	RECQ1 inh	L3MBTL1 block	GAA glycogen	TRb-SRC2 inh	GoLoco inh red	aGlu spleen mod	TR SRC2 fluor cs
CN(C)CC1CSCCC1(O)c1ccccc1Cl (configuration not stated)	-6.4%	-1.7%	1.9%	2.3%	-10.9%	10.0%	-9.5%	-1.1%
O=C(OCC#CCSc1nnc(-c2ccccc2)o1)c1ccco1	1.0%	-2.6%	7.3%	1.6%	-2.5%	4.6%	u	-0.9%
COC1=C[C@]23CCCN2CCc2cc4c(cc2[C@@H]3[C@@H]1O)OCO4	x	-0.4%	x	x	-4.9%	2.2%	2.5%	-1.7%
CC(=O)[O-].CC(=O)[O-].O.O.[Cd+2]	x	-21.9%	x	x	2.1%	-4.1%	-5.8%	0.9%
CN1CCC(N(C)Cc2cccnc2)CC1	-4.7%	2.2%	x	4.3%	-7.9%	-6.0%	-15.5%	-3.2%
Cc1cc(C)n2nc(C)[n+](C)c2n1	-11.5%	i	24.5%	2.2%	-1.5%	-11.7%	-12.0%	-7.4%
CC(C)Oc1ccc(CC2(CCc3ccncc3)C(=O)NC(=O)NC2=O)cc1	x	-5.8%	1.0%	6.0%	5.4%	5.1%	0.2%	-0.2%
NCC(CC(=O)O)C1CCCCC1 (configuration not stated)	-6.4%	i	x	1.4%	0.8%	9.4%	-4.5%	-1.4%
COc1ccc(-n2c(O)c(C(C)=Nc3ccc4c(c3)CCC4)c(=O)[nH]c2=O)cc1	2.4%	11.6%	-9.5%	1.1%	-1.1%	16.5%	-1.0%	-0.4%
CCN(CC)C(=O)c1ccc(NC(=O)c2cccc(F)c2)cc1	1.9%	i	x	10.2%	-4.3%	-2.5%	0.2%	2.5%
CCCCN1C(=O)/C(=C\c2ccco2)C(=O)N(CCc2ccccc2)C1=O	-0.5%	31.6µM*	u	-9.8%	x	133.9%[activator]	-5.7%	28.2µM*[fluorescent]
CC(NCc1ccccc1Cl)C(O)c1ccccc1 (configuration not stated)	11.9%	i	-2.2%	12.4%	-23.2%[53 µM]	1.6%	-13.8%	-2.2%[53 µM]

Another view of 2 compounds above:
SMILES | GAA inhib | RECQ1 inh | L3MBTL1 block | GAA glycogen | TRb-SRC2 inh | GoLoco inh red | aGlu spleen mod | TR SRC2 fluor cs
Cc1cc(C)n2nc(C)[n+](C)c2n1 | -11.5% | i | 24.5% | 2.2% | -1.5% | -11.7% | -12.0% | -7.4%
O=C(OCC#CCSc1nnc(-c2ccccc2)o1)c1ccco1 | 1.0% | -2.6% | 7.3% | 1.6% | -2.5% | 4.6% | u | -0.9%
